DAX1 inh-1 – inhibitors of DAX1 repression of SF-1 activated StAR promoter | inhibition, % at 6.8 µM | hit rate 1.1% among 370,000 | HEK293T StAR-luciferase reporter, SF-1/DAX-1 repression relief | AID 652010;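 active = inhibition above the mean over all tested compounds plus 3 SD, cut at about 3.6% in these data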;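 also: 0% = DAX-1 cells with DMSO and 100% = cells lacking DAX-1 with DMSO; higher inhibition means more luminescence from relief of DAX-1 repression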
hcDAF-12 act – H. contortus DAF-12 activation, primary screen | hit rate 1.4% among 370,000 | activation, % at 6.8 µM | HEK293 hcDAF-12 lit1-tk-luc reporter, luminescence; 0% DMSO, 100% Δ7-dafachronic acid;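 active = activation above the mean of all tested compounds plus 3 SD, cut at about 5.5% in these data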;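 also: 100% = response to 3 µM Δ7-dafachronic acid high control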
hgDAF-12 ag – hgDAF-12 agonism, primary luciferase screen | HEK293 GAL4-hgDAF12 UAS-luciferase reporter, agonist luminescence; normalized to butyrate control | activation, % at 6.8 µM | hit rate 1.8% among 370,000 | AID 687014;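 active = activation above a cutoff set at the mean of all screened compounds plus 3 SD, cut at about 10% in these data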;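 also: 0% = DMSO wells and 100% = sodium butyrate wells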
ssDAF-12 act – S. stercoralis DAF-12 activation, primary screen; HEK293 ssDAF-12/GRIP1 lit1-tk-luc reporter, luminescence; % of 3 µM dafachronic acid response; activation, % at 6.8 µM; hit rate 1% among 370,000; AID 652126;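 active = activation above the mean over all tested compounds plus 3 SD, cut at about 0.9% in these data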;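 also: 0% = DMSO-only wells and 100% = 3 µM delta7-dafachronic acid wells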
ADAM17 inh – inhibits human ADAM17. recombinant ADAM17, EDANS/DABCYL FRET peptide cleavage. inhibition, % at 6.95 µM. hit rate 0.83% among 370,000. AID 720648;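 active = inhibition above the mean of compounds lying between control limits plus 3 SD, set per campaign, cut at about 8.5% in these data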;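 also: 0% = DMSO-only wells as the low control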
PLC-gamma1 inh – blocks human PLC-gamma1 enzyme activity | inhibition, % at 12.2 µM | AID 720700 | hit rate 0.84% among 370,000 | P19174 | purified PLC-gamma1, fluorogenic substrate, fluorescence; in the data active = inhibition above about 9.5%
DAX1 inh-2 – inhibits human nuclear receptor DAX1; HEK293 Gal4-DAX1 luciferase reporter, luminescence; inhibition, % at 6.75 µM; hit rate 0.99% among 340,000; P51843; AID 504766;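 active = inhibition above the mean over all tested compounds plus 3 SD, cut at about 4.2% in these data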;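 also: 0% = DAX1-transfected cells with DMSO and 100% = empty-vector control cells with DMSO; inhibition shows as a rise in luminescence from relieved DAX1 repression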
Target sequence (P51843 207-470 limits assumed): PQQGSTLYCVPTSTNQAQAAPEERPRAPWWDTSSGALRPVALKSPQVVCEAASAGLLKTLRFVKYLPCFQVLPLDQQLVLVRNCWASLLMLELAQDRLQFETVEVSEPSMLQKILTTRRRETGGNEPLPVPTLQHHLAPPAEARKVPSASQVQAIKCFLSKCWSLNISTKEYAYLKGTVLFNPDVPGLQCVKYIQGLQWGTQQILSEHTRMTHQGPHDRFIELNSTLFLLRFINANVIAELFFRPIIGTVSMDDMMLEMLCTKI
sPLA2-III inh – Blocks human group III sPLA2 activity. Q9NZ20. QFRET BODIPY PC-A2 liposome hydrolysis, fluorescence. inhibition, % at 12.2 µM. hit rate 0.56% among 370,000. AID 743126;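 active = inhibition above mean plus 3 SD of compounds lying within the high and low control bounds, cut at about 19% in these data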;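 also: 0% = median of test compound wells and 100% = no enzyme DMSO wells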
Target sequence (Q9NZ20 whole entry, looked up): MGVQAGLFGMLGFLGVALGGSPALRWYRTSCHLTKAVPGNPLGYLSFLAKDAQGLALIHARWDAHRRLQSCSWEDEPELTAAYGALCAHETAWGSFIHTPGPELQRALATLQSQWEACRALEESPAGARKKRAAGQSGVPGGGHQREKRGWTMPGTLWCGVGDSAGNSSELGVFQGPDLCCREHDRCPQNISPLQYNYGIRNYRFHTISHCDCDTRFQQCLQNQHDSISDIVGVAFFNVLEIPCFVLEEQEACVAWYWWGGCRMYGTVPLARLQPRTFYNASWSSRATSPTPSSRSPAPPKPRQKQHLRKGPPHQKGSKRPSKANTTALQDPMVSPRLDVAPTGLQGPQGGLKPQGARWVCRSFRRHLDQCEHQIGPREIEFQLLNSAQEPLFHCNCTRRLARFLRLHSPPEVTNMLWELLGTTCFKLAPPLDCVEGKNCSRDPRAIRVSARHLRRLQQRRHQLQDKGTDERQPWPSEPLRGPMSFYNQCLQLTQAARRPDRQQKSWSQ
ADAM10 inh – ADAM10 inhibition, QFRET primary screen | AID 720582 | hit rate 0.62% among 370,000 | recombinant ADAM10, EDANS/DABCYL FRET peptide cleavage, 3 h | inhibition, % at 7 µM;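 active = inhibition above a per-campaign cutoff equal to the mean of compounds falling between control-based bounds plus 3 SD, cut at about 20% in these data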;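 also: 0% = DMSO wells while the 100% control is not disclosed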
FXN GAA850 act – frataxin GAA850 promoter activation; AID 540364; hit rate 0.56% among 360,000; activation, % at 6 µM; HEK293 lucGAA850 FXN promoter luciferase reporter, 24 h; percent of 10 µM SAHA response;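 active = activation above the average of all compounds screened plus 3 SD, cutoff fixed separately per campaign, cut at about 7.5% in these data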;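 also: 0% = DMSO wells and 100% = 10 µM SAHA wells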
PLCb3 inh – blocks human PLC-beta3 enzyme activity; Purified PLC-beta3, fluorogenic substrate, fluorescence; inhibition, % at 12.2 µM; hit rate 0.18% among 370,000; in the data active = inhibition above about 11%;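 also: 0% = median of compound wells on plate and 100% = full blocker control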
The depositor's hits bear a star; i = inactive; / = no result given.

entry	Compound	DAX1 inh-1	hcDAF-12 act	hgDAF-12 ag	ssDAF-12 act	ADAM17 inh	PLC-gamma1 inh	DAX1 inh-2	sPLA2-III inh	ADAM10 inh	FXN GAA850 act	PLCb3 inh
1	S=C(Nc1ccc(Br)cc1Cl)NN1CCOCC1	0.0	-0.6	2.1	-1.2	1	3	0.9	5	0	3.7	-1
2	O=C(CSc1nnc(Nc2ccccc2F)s1)NC1CCCC1	-1.2	-0.1	0.8	-1.0	-3	-1	0.9	-6	-1	3.0	4
3	CCC1CCCCN1CCCNC(=O)Cn1ncc2c(C)n(Cc3ccccc3Cl)c(C)c2c1=O (stereo not given)	1.0	-0.2	1.7	-0.7	0	-2	-0.1	-3	-8	-0.1	-4
4	CC(Oc1ccccc1Cl)C(=O)Nc1ccc(S(=O)(=O)N2CCCC2)cc1 (stereo not given)	-2.2	-1.6	-2.1	-1.6	3	1	-0.5	-17	9	0.2	-5
5	COc1ccccc1COCC(O)CN1CCCCC1CO (stereo not given)	0.2	0.8	-1.0	0.0	-4	1	0.6	1	1	-0.8	-2
6	O=C(CCCC(=O)N1CCN(c2ccc([N+](=O)[O-])cc2)CC1)c1ccccc1	-1.1	-2.3	-0.3	-1.5	0	5	0.4	4	-9	1.6	-3
7	CCOc1ccc(S(=O)(=O)N2CCN(C)CC2)c(C)c1C	-0.7	-1.7	-0.9	-1.4	-6	-1	0.6	0	-4	1.8	0
8	O=C(Nn1cnc2ccccc2c1=O)c1ccccc1Cl	0.8	0.1	2.3	-0.6	-2	-1	2.0	-2	-6	0.8	3
9	CCS(=O)(=O)c1nc(S(=O)(=O)c2ccc(Cl)cc2)c(NCCCN2CCCC2=O)s1	0.0	-2.7	0.3	-0.8	-3	-2	0.2	0	5	-0.6	-1
10	Cc1ccc(C)c(NC(=O)CSc2nnc(-c3ccccc3C)o2)c1	0.0	0.0	3.0	-1.4	-1	0	0.8	-1	5	0.8	1
11	COCCCN1C(=O)C(=O)/C(=C(/O)c2ccc(OC)cc2)C12C(=O)N(C)c1ccccc12 (stereo not given)	-0.4	-0.9	0.1	-1.4	1	2	1.0	-1	-5	-1.1	5
12	O=S(=O)(Nc1nc2ccccc2nc1Cl)c1ccc(Br)cc1	1.1	2.0	-1.3	-1.3	-6	-20	-0.7	-39	-25	-0.4	-32
13	Cc1cc(=O)oc2cc(OCc3ccc(C(=O)N4CCN(c5ccccc5)CC4)cc3)ccc12	-1.9	-2.5	3.2	-1.8	-192	-97	-2.5	-11	i	0.1	-105
14	CC1SC(C)C(=O)N(CC(=O)Nc2ccc3c(c2)OCO3)C1=O (stereo not given)	-1.5	0.1	14*	-1.4	1	1	0.8	-1	-4	-0.7	3
15	Cc1cccc(NC(=O)CSc2nnc(CSc3nc(C)cc(C)n3)o2)c1	0.0	-0.3	0.5	-1.1	-3	1	-0.1	0	2	1.8	3
16	CC(C)OCCCn1c(=NC(=O)c2cccs2)c(C#N)cc2c(=O)n3ccccc3nc21	0.6	0.9	0.3	0.1	i	i	/	-3	i	0.6	i
17	COc1ccc(CC(NC(C)=O)C(=O)NC2CCN(c3ncccc3[N+](=O)[O-])CC2)cc1 (stereo not given)	-1.3	-1.4	-4.5	-1.2	1	-2	3.2	0	-8	0.3	-3
18	CCC(CC)CN1CCC(CN2C(=O)C(=O)NC[C@@H]2CC(C)C)CC1	0.4	1.8	-1.3	-0.8	-1	-3	/	7	-13	/	1
19	O=C(Cc1ccc(F)cc1)NC1CCCCCC1	-0.3	2.2	-0.3	-2.0	0	2	3.3	-3	-4	1.1	0
20	COCc1ccc(-c2c(-c3cccc(OC)c3)sc3ccc(OC)cc23)cc1	0.2	0.0	1.7	-0.8	-4	0	-0.1	1	-11	2.3	-2

An excerpt from above, limited to hgDAF-12 ag and PLC-gamma1 inh:
#	compound	hgDAF-12 ag	PLC-gamma1 inh
12	O=S(=O)(Nc1nc2ccccc2nc1Cl)c1ccc(Br)cc1	-1.3	-20
13	Cc1cc(=O)oc2cc(OCc3ccc(C(=O)N4CCN(c5ccccc5)CC4)cc3)ccc12	3.2	-97

Next structures.
entry	Compound	DAX1 inh-1	hcDAF-12 act	hgDAF-12 ag	ssDAF-12 act	ADAM17 inh	PLC-gamma1 inh	DAX1 inh-2	sPLA2-III inh	ADAM10 inh	FXN GAA850 act	PLCb3 inh
21	CCn1c(-c2cc(-c3cc(C)ccc3C)nc3ccccc23)n[nH]c1=S	-0.2	0.1	6.1	-2.1	-4	0	-0.6	13	-15	-1.0	-3
22	Cc1cc(C(=O)N2CCC2(C)C(=O)NS(=O)(=O)c2ccc(F)cc2F)nn1C (stereo not given)	-0.2	-0.1	-0.7	-1.0	-3	0	/	-4	-3	1.9	2
23	O=[N+]([O-])c1cccc(-c2cn(-c3ccccc3)c(=S)[nH]2)c1	-1.1	0.5	1.2	-1.3	2	1	0.4	18	0	2.7	5
24	Cc1ccc(-c2nnc(-c3ccccc3)o2)cc1Br	1.6	-0.1	4.5	-0.9	1	4	0.5	4	-3	3.5	3
25	O=C(Nc1ccc2c(c1)OCO2)c1cc2ncc(Br)cn2n1	1.6	1.8	2.3	-0.3	1	-3	0.5	11	-1	-1.2	3
26	CCn1nc(C)c(/C=N/NC(=O)Cn2cncn2)c1C	-0.4	1.5	-1.9	-1.8	-2	-2	/	3	0	1.4	-9
27	CCCCN(C(=O)CSc1nnnn1C)C1CCS(=O)(=O)C1 (stereo not given)	-0.4	0.1	2.2	-1.4	-7	-1	-0.5	-1	-12	-0.1	0
28	CC(=O)c1ccc(NC(=O)CCc2nnc3ccc(NCc4ccco4)nn23)cc1	4.3*	3.5	4.7	0.6	-4	-3	0.8	-4	2	3.7	-11
29	Cc1c(C(=O)NCCSCc2ccc(F)cc2)cnn1-c1ccc(Cl)cc1	-0.4	-1.1	-2.5	-0.3	5	-3	/	-5	9	-0.4	-7
30	O=C(NCc1ccco1)C(NS(=O)(=O)c1cccc2nsnc12)c1ccccc1 (stereo not given)	1.0	-0.3	1.1	-0.3	0	-1	-0.3	-2	2	1.9	-1
31	COc1ccc(NS(=O)(=O)c2cccc(C(=O)NNC(=O)NCCCl)c2)cc1	1.7	-0.3	0.5	-0.9	-1	6	0.5	1	10	-0.3	-1
32	O=C(CCc1nnc(Cc2cccc(C(F)(F)F)c2)o1)NC1CC1	0.3	-0.3	0.2	-0.3	0	-1	0.4	0	-4	5.2	0
33	CCOC(=O)/C(C#N)=C/c1ccc(N2CCN(Cc3ccccc3)CC2)cc1	-0.9	-1.2	3.8	-0.7	5	-6	-0.1	3	0	1.8	-5
34	Cc1ccnc(NC(=O)Cn2c(=O)oc3ccccc32)c1	0.7	1.6	-0.5	-0.9	-2	-1	-0.7	3	-15	4.2	-4
35	Cc1nn(-c2ncc(C(F)(F)F)cc2Cl)c(=O)n1-c1ccc(F)cc1	-0.5	-0.1	5.7	-1.0	-5	3	0.1	15	-11	0.5	0
36	COC(=O)C1=C(C)Nc2nc(-c3ccccc3)nn2C1c1ccc(C)o1 (stereo not given)	1.3	-0.9	3.8	-1.0	-1	0	3.5	-14	-7	-2.3	2
37	CCC(NC(=O)c1ccccc1NC(=O)c1ccccc1)C(=O)NNC(=O)CSc1nc2ccccc2o1 (stereo not given)	-0.3	-0.1	-0.4	-0.6	8	1	-0.6	-39	12	1.7	-3
38	Cc1nn(Cc2cccc(C(=O)O)c2)c(C)c1[N+](=O)[O-]	0.2	-1.4	-1.2	-0.9	-3	0	2.9	6	5	0.2	-6
39	O=C(N/N=C1\CCCc2oc(C(=O)O)cc21)c1ccccc1	1.3	2.4	11*	1.7*	-4	-1	0.2	-2	-3	3.6	-3
40	C[C@H]1[C@@H](NC(=O)C2CCCCC2)CC[C@@]23CCCN2C(=O)CCC[C@@H]13	/	-0.9	-0.5	-1.7	-2	1	/	2	-1	/	3

Looked up above:
CCCCN(C(=O)CSc1nnnn1C)C1CCS(=O)(=O)C1 (stereo not given) – hgDAF-12 ag: 2.2
O=C(CSc1nnc(Nc2ccccc2F)s1)NC1CCCC1 – DAX1 inh-1: -1.2
O=[N+]([O-])c1cccc(-c2cn(-c3ccccc3)c(=S)[nH]2)c1 – ssDAF-12 act: -1.3
CCOc1ccc(S(=O)(=O)N2CCN(C)CC2)c(C)c1C – hcDAF-12 act: -1.7
O=C(Nn1cnc2ccccc2c1=O)c1ccccc1Cl – FXN GAA850 act: 0.8

Next section:
entry	Compound	DAX1 inh-1	hcDAF-12 act	hgDAF-12 ag	ssDAF-12 act	ADAM17 inh	PLC-gamma1 inh	DAX1 inh-2	sPLA2-III inh	ADAM10 inh	FXN GAA850 act	PLCb3 inh
41	COCCCNC(=O)c1ccc(CS(=O)(=O)c2ccc(OC)cc2)o1	0.4	0.2	-0.5	-0.7	-1	1	0.3	1	-9	-0.7	1
42	CCOc1ccc(S(=O)(=O)Nc2cccc(C(=O)NCC3(N4CCCCC4)CCCCC3)c2)cc1	6.7*	-1.2	-0.2	-0.7	1	3	2.9	-9	-9	-0.9	-9
43	Cc1ccc(C)c2[nH]c(=O)c(CCNC(=O)c3ccc4c(c3)OCO4)cc12	0.0	-0.6	0.6	-1.5	-3	1	-0.4	6	0	-2.0	1
44	CC1CN(c2ccc([N+](=O)[O-])c(NCCOc3ccc(Cl)cc3)c2)CC(C)N1 (stereo not given)	-0.9	-2.0	-0.2	0.0	4	9	2.0	1	8	-0.2	-2

Screening data from PubChem BioAssay.

Hits appear at their usual frequency, and some 6.9% of all compounds hit somewhere here.
